Screening results: PubChem, The Scripps Research Institute Molecular Screening Center
DDE Tn6 FP inh – inhibitors of Tn6 peptide binding to human fibrin DD(E); inhibition, % at 8.3 µM; P02675; Fibrin DD(E) TRITC-Tn6 fluorescence polarization displacement; 0.21% of 370,000 active; AID 720509;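 active = inhibition above a per-campaign cutoff: mean of compounds within control limits plus 3 SD, cut at about 15% in these data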;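 also: 0% = median of all compound wells on the plate and 100% = blocking peptide control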
PLC-beta3 inh – inhibitors of human phospholipase C beta3; AID 720704; inhibition, % at 12.2 µM; Q01970; 0.18% of 370,000 active; Purified PLC-beta3, fluorogenic substrate, fluorescence; in the data active = inhibition above about 11%;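 also: 0% = median of compound wells on plate and 100% = full blocker control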
DDE Tn7 FP inh – DD(E)-Tn7 binding inhibition, primary FP screen | P02675 | inhibition, % at 8.3 µM | 0.13% of 370,000 active | FP displacement of FITC-Tn7 peptide from fibrin DD(E); 0% = median of compound wells per plate;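 active = inhibition above the mean of compounds falling within the control limits plus 3 SD of them, cut at about 14% in these data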;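 also: 0% = plate median of compound wells and 100% = 10 µM Aha-Tn7 peptide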
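System: human fibrin DD(E); quantity: Fibrin-DD(E) at 2 µM final; also added: fluorescent Tn7 probe at 0.1 µM; compound dosing: single nominal test concentration of 8.3 µM per compound; schedule: 10 min preincubation, 3 h with tracer, room temperature; detection: fluorescence polarization of the labelled Tn7 tracer; repeats: one replicate per compound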
proKLK7 act – activates the human kallikrein-7 zymogen. P49862. purified proKLK7, EDANS-DABCYL substrate fluorescence; 100% is mature enzyme control, 0% vehicle. activation, % at 7 µM. 0.9% of 370,000 active;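 active = activation above the mean of all tested compounds plus 3 SD, computed per campaign excluding outliers beyond control limits, cut at about 13% in these data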
MBD2 DNA inh – inhibitors of human MBD2 binding to methylated oligonucleotide; Q9UBB5; TR-FRET; inhibition, % at 4.4 µM; 0.31% of 370,000 active; AID 686964; in the data active = inhibition above about 13%
Target sequence (Q9UBB5 whole entry, looked up): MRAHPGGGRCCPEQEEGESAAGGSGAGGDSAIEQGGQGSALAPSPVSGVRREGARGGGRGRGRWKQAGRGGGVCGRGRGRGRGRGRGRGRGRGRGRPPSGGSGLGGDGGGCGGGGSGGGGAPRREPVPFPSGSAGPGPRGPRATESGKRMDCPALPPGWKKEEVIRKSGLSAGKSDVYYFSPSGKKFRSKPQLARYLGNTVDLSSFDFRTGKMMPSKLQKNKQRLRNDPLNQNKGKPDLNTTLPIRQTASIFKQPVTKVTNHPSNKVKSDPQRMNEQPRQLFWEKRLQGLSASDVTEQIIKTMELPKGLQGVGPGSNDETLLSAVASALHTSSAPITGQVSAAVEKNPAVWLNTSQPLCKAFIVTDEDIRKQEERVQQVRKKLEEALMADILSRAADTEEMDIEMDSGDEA
UHRF1 binding – UHRF1 methyl-DNA binding inhibition; Q96T88; UHRF1 binding to methylated oligo, TR-FRET; inhibition, % at 4.4 µM; 0.75% of 370,000 active; AID 687016; in the data active = inhibition above about 21%;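 also: UHRF1 SRA domain binding a hemimethylated CpG hairpin DNA probe; 0% = median of test compound wells and 100% = reference inhibitor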
ADAM17 inh – inhibitors of human ADAM17. P78536. recombinant ADAM17, EDANS/DABCYL FRET peptide cleavage. inhibition, % at 6.95 µM. 0.83% of 370,000 active;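 active = inhibition above the mean of compounds lying between control limits plus 3 SD, set per campaign, cut at about 8.5% in these data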;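 also: 0% = DMSO-only wells as the low control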
Target sequence (P78536 215-824 limits assumed): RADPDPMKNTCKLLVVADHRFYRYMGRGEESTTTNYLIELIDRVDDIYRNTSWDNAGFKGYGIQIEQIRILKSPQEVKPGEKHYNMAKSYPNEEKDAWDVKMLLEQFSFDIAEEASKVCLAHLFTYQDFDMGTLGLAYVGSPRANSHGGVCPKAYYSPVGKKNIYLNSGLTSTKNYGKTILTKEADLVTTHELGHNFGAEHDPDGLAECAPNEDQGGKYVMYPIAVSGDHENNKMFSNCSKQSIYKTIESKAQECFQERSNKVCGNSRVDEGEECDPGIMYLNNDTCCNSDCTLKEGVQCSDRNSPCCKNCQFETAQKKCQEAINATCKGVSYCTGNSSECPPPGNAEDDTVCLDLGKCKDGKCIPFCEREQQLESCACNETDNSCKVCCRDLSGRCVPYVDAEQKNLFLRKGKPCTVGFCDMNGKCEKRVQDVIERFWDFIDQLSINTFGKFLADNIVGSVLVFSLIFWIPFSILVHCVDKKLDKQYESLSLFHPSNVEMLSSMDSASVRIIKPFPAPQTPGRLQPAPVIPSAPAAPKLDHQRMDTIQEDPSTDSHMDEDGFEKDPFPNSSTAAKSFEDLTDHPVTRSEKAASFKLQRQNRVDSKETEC
PLC-gamma1 inh – inhibitors of human phospholipase C gamma1; 0.84% of 370,000 active; inhibition, % at 12.2 µM; AID 720700; purified PLC-gamma1, fluorogenic substrate, fluorescence; P19174; in the data active = inhibition above about 9.5%
ARFGAP1 inh – inhibits rat ARF GTPase activating protein 1. Arfgap1-stimulated ARF1 GTP hydrolysis, GDP FP detection. Q62848. 0.26% of 360,000 active. inhibition, % at 16.5 µM;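 active = inhibition above a per-plate limit, mean inhibition of low control wells plus 3 SD, cut at about 25% in these data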;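 also: 0% = DMSO wells with enzyme and 100% = wells lacking Arfgap1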
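system = rat Arfgap1 catalytic domain, aa 1-136 | technique = FP, GDP Alexa 633 tracer displaced from anti-GDP antibody, 620/688 nm | compound = one concentration, 16.5 µM, DMSO 1.26% | medium = HEPES-based buffer, pH 7.5 | timing = compound-enzyme preincubation 20 min, reaction 120 min, detection 60 min, 25 °C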
ASAP1 inh – blocks human ASAP1-stimulated Arf1 GTP hydrolysis; Q9ULH1; GDP FP detection; inhibition, % at 16.5 µM; 0.19% of 360,000 active; AID 624377; in the data active = inhibition above about 25%;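 also: 0% = vehicle with enzyme and substrate and 100% = no enzyme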
* = called active by the depositor; i = inactive; x = no result given.

Preview, 6 compounds:
SMILES	DDE Tn6 FP inh	PLC-beta3 inh	DDE Tn7 FP inh	proKLK7 act	MBD2 DNA inh	UHRF1 binding	ADAM17 inh	PLC-gamma1 inh	ARFGAP1 inh	ASAP1 inh
CCCN1CCN(C(c2cc3cc(OCC)ccc3[nH]c2=O)c2nnnn2C2CCCCC2)CC1 (stereo not given)	-4	-99	-2	6.8	4	4	-141	-65	6	-6
CCOc1cccc2cc(C(=O)N3CCOCC3)c(=O)oc12	2	-55	7	0.0	2	3	-6	-34	1	-6
CCNC(=O)c1ccc(NS(=O)(=O)c2ccc3[nH]c(=O)[nH]c3c2)cc1	-2	1	-5	0.0	-1	2	1	5	-7	3
O=C(c1cc(-c2ccc(O)cc2)on1)N1CCCCCC1	-5	-17	4	-0.6	9	7	-2	6	0	-4
CCc1ccc(C(=O)NC(CCSC)C(=O)OC)cc1 (stereo not given)	1	-5	-6	0.2	-1	-4	-4	0	8	7
O=C(CSc1n[nH]c(=O)n1Cc1ccco1)c1ccc2c(c1)OCCO2	2	-2	1	-0.6	-5	-3	1	4	-9	-9

All compounds of this part, from the first entry:
SMILES	DDE Tn6 FP inh	PLC-beta3 inh	DDE Tn7 FP inh	proKLK7 act	MBD2 DNA inh	UHRF1 binding	ADAM17 inh	PLC-gamma1 inh	ARFGAP1 inh	ASAP1 inh
CCCN1CCN(C(c2cc3cc(OCC)ccc3[nH]c2=O)c2nnnn2C2CCCCC2)CC1 (stereo not given)	-4	-99	-2	6.8	4	4	-141	-65	6	-6
CCOc1cccc2cc(C(=O)N3CCOCC3)c(=O)oc12	2	-55	7	0.0	2	3	-6	-34	1	-6
CCNC(=O)c1ccc(NS(=O)(=O)c2ccc3[nH]c(=O)[nH]c3c2)cc1	-2	1	-5	0.0	-1	2	1	5	-7	3
O=C(c1cc(-c2ccc(O)cc2)on1)N1CCCCCC1	-5	-17	4	-0.6	9	7	-2	6	0	-4
CCc1ccc(C(=O)NC(CCSC)C(=O)OC)cc1 (stereo not given)	1	-5	-6	0.2	-1	-4	-4	0	8	7
O=C(CSc1n[nH]c(=O)n1Cc1ccco1)c1ccc2c(c1)OCCO2	2	-2	1	-0.6	-5	-3	1	4	-9	-9
N/C(=N\OC(=O)CCc1ccccc1)c1ccc(Br)cc1	6	2	-2	0.3	1	5	-2	2	5	-13
O=C(OC12CCCN(C1)/C(=C/c1ccccc1)C2)c1ccc(F)cc1 (stereo not given)	1	-4	-6	0.7	0	3	0	-2	x	x
COc1ccc(OC)c(C2C(C(=O)c3ccco3)=C(O)C(=O)N2Cc2cccnc2)c1 (stereo not given)	4	-9	-3	-0.1	-8	-7	3	-1	4	5
COc1ccc(-c2ccc(SCC(=O)c3cccs3)nn2)cc1	4	-9	2	0.2	0	3	-1	-1	-7	5
COc1ccc(N(CC(=O)NCCSc2ccccn2)S(=O)(=O)c2ccccc2)cc1Cl	2	-4	5	0.5	-6	-1	1	1	2	3
CCCC(NC(=O)CCl)c1ccccc1 (stereo not given)	1	-2	4	-0.1	4	2	-2	1	12	5
CNC(=S)N(CCc1c(C)[nH]c2ccccc12)Cc1cccnc1	6	-5	-5	0.5	0	-1	-2	-1	4	0
COc1ccc(C2C(C#N)=C(N)Oc3n[nH]c(C)c32)cc1CSc1ccccn1 (stereo not given)	2	-9	-2	-0.9	-1	-8	-1	-9	-5	7
COc1cccc(C(=O)N[C@H](C(=O)N2CCC[C@H]2C(=O)NCCc2ccccc2Cl)c2ccccc2)c1	-11	4	-2	0.9	0	-1	-2	0	3	-1
C[C@]12c3[nH]c4ccc(Cl)cc4c3CCN1C(=O)[C@@H](CC(=O)NCCC1=CCCCC1)C[C@@H]2C(=O)N1CCOCC1	-11	-1	8	0.4	0	-2	-6	3	-11	-10
COC(=O)CSc1cc(SCC(=O)OC)c(C#N)c(SCC(=O)OC)c1	1	-13	7	0.7	0	6	0	-10	7	-5
CCCc1cc(=O)[nH]c(SCC(=O)N2CC3(C)CC2CC(C)(C)C3)n1 (stereo not given)	3	-3	-2	-0.1	2	-2	-1	3	6	-10
CN(C(=O)C1CCCO1)c1nnc(-c2ccccn2)s1 (stereo not given)	-3	-17	-2	98*	4	9	-143	-16	0	0
CCOC(=O)N1CCC(NC(=O)c2cc3c(-c4ccc(Cl)cc4)nn(C)c3s2)CC1	5	-1	-5	-0.2	2	1	-2	0	-7	6
CC(=O)Nc1ccc2c(CN3C(=O)NC(C)(c4ccc(C)cc4)C3=O)cc(=O)oc2c1 (stereo not given)	4	-206	-5	2.0	0	1	-374	-165	2	3
NC(=O)CC(NC(=O)Cc1ccc(Br)cc1)c1ccc(NCCOc2ccccc2)c([N+](=O)[O-])c1 (stereo not given)	3	1	-8	0.3	1	-2	0	2	4	5
O=C(Cc1ccc2c(c1)OCCO2)N1CCN(S(=O)(=O)c2cccc(C(F)(F)F)c2)CC1	-3	1	0	0.4	4	1	-3	-13	-6	-8
COc1ccc(NC(=O)CSc2nnc3ccc(-c4ccccn4)nn23)cc1	-1	-6	-6	0.0	3	-1	-4	-2	-4	5
COCc1cc(=O)[nH]c(/N=C(\N)Nc2ccc(C)cc2C)n1	-11	4	-4	-0.4	-2	-3	0	1	-1	6
N#CCC[C@@H]1CC[C@]2(CCCN(C(=O)c3ccco3)C2)O1	7	0	1	-0.6	4	0	1	1	x	x
CC(C)CN(C(=O)CSc1nncn1-c1ccccc1)c1c(N)n(CC(C)C)c(=O)[nH]c1=O	5	-5	5	-0.5	6	4	-6	-1	-2	-2
CCCOC1CCCN(C(=O)c2ccc(OC3CCN(C(=O)CCOC)CC3)cc2)C1 (stereo not given)	4	-5	6	-0.3	0	0	-2	0	-3	20
CCOC(=O)C1(Cc2cccc(F)c2)CCN(Cc2cnn(CC)c2)CC1	-2	2	-5	-0.9	2	4	5	-5	-4	-4
Cc1cn(CC(=O)NCC2CCCO2)c(=O)[nH]c1=O (stereo not given)	-5	2	-3	-0.6	-2	-1	2	-1	5	8
COc1ccc(CNC(=S)NCc2ccc(OC(C)C)cc2)cc1	2	-2	0	0.3	-3	2	1	-5	5	7
COc1coc(C(O)C[N+](=O)[O-])cc1=O (stereo not given)	1	-31	-2	0.9	-3	-3	-20	-31	10	-6
COc1ccc(Cn2cc(CN3[C@@H](C)COc4cc(Br)ccc4S3(=O)=O)nn2)cc1	5	-1	-1	-0.1	2	2	-2	-2	x	x
C/C(=N\NC(=O)c1ccccc1NC(=O)c1ccc(Cl)cc1)c1ccncc1	4	4	-6	-0.2	0	-2	-2	1	-4	1
O=S(=O)(NCc1ccccn1)c1cc(Cl)ccc1Cl	5	-7	-2	-0.3	3	-2	1	-1	0	9
Cc1cc(OCc2nnc(SCC(=O)O)n2-c2ccccc2)ccc1Cl	-1	-10	7	-0.2	0	1	-4	-1	2	0
O=C(Cc1cnc2ncnn2c1)N1CCc2c([nH]c3ccccc23)C1c1ccccn1 (stereo not given)	4	-4	6	0.2	1	-1	-5	-6	4	6
CC1(C)C(CO)=CC(=O)C2=C1SCC(=O)N2	8	-6	-3	0.1	-6	-1	-3	-2	-4	-4
CCc1ccc(C(=O)NCC2(c3ccccc3)CCOCC2)o1	5	-5	5	0.7	2	-1	0	2	1	3
O=C(O)CCN1C(=O)C2C3c4ccccc4C(c4ccccc43)[C@@H]2C1=O (stereo not given in full)	3	-5	1	-0.1	3	1	-5	0	2	6
CCNC(=O)COC(=O)c1cc(C)nc2ccccc12	3	-69	-5	0.1	-3	0	-3	0	-3	-18
O=C(COc1ccc(CO)cc1Cl)Nc1ccc(F)cc1	5	3	-7	0.1	6	0	-1	-1	-3	0
O=C(CCn1c(=O)oc2ccccc21)Nc1cccc(Br)c1	-1	-4	-7	-0.3	0	0	2	-2	10	-6
CC(C)(C)N1C(=O)c2ccc(C(=O)Nc3cc(C(=O)O)cc(C(=O)O)c3)cc2C1=O	-5	-1	-7	0.1	-2	-3	0	1	-2	-12
Cc1cccc(N2C(=O)SC(SC(=Nc3ccccc3)Nc3ccccc3)C2=O)c1 (stereo not given)	5	1	4	0.7	4	-2	-1	0	12	7
CCOC(=O)C1CCC/C1=N\NC(=O)CN(c1cc(OC)ccc1OC)S(=O)(=O)c1ccccc1 (stereo not given)	-2	-5	0	0.3	2	-2	3	4	0	-5
COc1ccc(CN(C)C(=O)c2ccccc2Sc2ccccc2C#N)c(OC)c1	1	-3	0	0.1	5	-2	-1	3	-3	-8
O=C(Nc1ccc(F)cc1)c1cccc(C(=O)Nc2ccc(F)cc2)c1	1	-9	7	-0.5	0	1	-4	3	2	8
COc1cc(Oc2nc(C(F)(F)F)nc3ccccc23)ccc1C=O	-8	4	-3	-0.8	-3	-1	0	1	-1	5
COCc1cc(CN2CCN(CCCc3ccccc3)C(CCO)C2)ccc1OC (stereo not given)	-8	-2	-2	-0.3	5	-2	-2	1	-13	-10
COCCN(C(=O)CNC(=O)c1cccs1)C(C(=O)NC(C)(C)C)c1ccccc1 (stereo not given)	-5	3	-8	-0.2	1	13	0	1	16	5
Brc1ccc(-c2nnc(-c3ccc4c(c3)OCO4)o2)o1	6	-16	4	1.0	-4	7	-12	-13	10	3
Cn1c(SCC(=O)Nc2sccc2C#N)nnc1C1CC1	3	-9	1	0.4	1	27*	0	-1	-14	4
CC1([N+](=O)[O-])COC2(CCCCC2)OC1	4	2	-2	-0.3	2	-1	-5	2	3	-5
Cc1ccc(S(=O)(=O)N2CCN(C(=O)N(C)C)CC2)cc1C	5	4	-5	-0.8	-3	-2	-3	2	-4	-11
COc1cc(/C=C2\N=C(c3ccccc3)OC2=O)ccc1OC(C)=O	0	-7	1	1.3	-1	2	-5	-1	3	13
Cc1ccc(CN2CCN(CC(=O)N/N=C/c3ccccc3F)CC2)cc1	3	-6	4	0.3	-1	0	-3	-2	-2	9
O=C(CSc1oc(-c2cccs2)nc1S(=O)(=O)c1ccccc1)NC1CCCCC1	-1	5	-2	-0.1	-5	-2	3	8	0	4
O=[N+]([O-])c1ccc2c(c1)CNc1ccccc1O2	-1	3	-6	0.7	2	-3	1	2	5	5
Cc1c(C(=O)N2CCC(C(N)=O)CC2)sc(N)c1C#N	1	-1	9	-0.6	3	1	-2	1	-1	1
(cont.)
SMILES	DDE Tn6 FP inh	PLC-beta3 inh	DDE Tn7 FP inh	proKLK7 act	MBD2 DNA inh	UHRF1 binding	ADAM17 inh	PLC-gamma1 inh	ARFGAP1 inh	ASAP1 inh
CCCCn1c(N)c(N(CC(C)C)C(=O)c2oc3ccc(OCC)cc3c2C)c(=O)[nH]c1=O	6	-15	5	0.5	-1	2	-7	-4	-8	3
CC1CCCCC1NC(=O)c1cn(C)c2ccc(S(=O)(=O)N3CCOCC3)cc2c1=O (stereo not given)	2	-3	-4	-0.4	0	2	2	-2	-7	-1
COc1cc(OC)c(NC(=O)c2cc3ccccc3cc2O)cc1Cl	-12	i	3	-61	4	6	-7	-496	19	10
CCOC(=O)c1ccc(N=Cc2cnc(N)nc2N)cc1	5	3	1	0.0	-4	1	0	0	16	-14

An unsorted share of the library. Share with any hit: about 4.1%.
